12-LOX inh: ALOX12 (human) lipoxygenase inhibition | purified 12hLO, xylenol orange hydroperoxide absorbance | Potency, µM (top dose mostly 108 µM), without a hit: at the highest dose activity change, negative = inhibition, actives largely listed as inhibitors | 1.1% of 580,000 active; active means well fitted inhibition curve with a large enough effect; inconclusive means small, poorly fitted or top-dose-only effect, or another doubt; inactive means no such curve, though single readings can be large or run the other way
Target sequence (P18054 whole entry, looked up): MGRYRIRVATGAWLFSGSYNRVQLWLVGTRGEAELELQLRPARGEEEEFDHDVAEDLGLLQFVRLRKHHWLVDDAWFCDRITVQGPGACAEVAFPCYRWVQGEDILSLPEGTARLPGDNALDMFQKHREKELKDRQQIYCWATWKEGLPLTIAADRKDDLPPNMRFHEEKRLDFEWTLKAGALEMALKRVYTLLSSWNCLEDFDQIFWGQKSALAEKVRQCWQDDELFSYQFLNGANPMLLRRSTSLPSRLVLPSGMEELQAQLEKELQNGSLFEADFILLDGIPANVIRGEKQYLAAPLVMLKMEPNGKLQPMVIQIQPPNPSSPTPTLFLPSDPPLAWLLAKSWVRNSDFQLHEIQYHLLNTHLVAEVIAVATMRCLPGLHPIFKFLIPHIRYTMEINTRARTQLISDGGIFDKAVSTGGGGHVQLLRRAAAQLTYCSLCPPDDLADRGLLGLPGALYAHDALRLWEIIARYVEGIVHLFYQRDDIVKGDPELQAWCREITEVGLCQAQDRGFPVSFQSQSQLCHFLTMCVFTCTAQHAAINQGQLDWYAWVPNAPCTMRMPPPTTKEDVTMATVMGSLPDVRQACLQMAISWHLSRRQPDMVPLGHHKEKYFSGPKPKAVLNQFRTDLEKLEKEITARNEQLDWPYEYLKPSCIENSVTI
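Hydroperoxide product was detected by ferrous iron/xylenol orange as the 573 to 405 nm absorbance ratio. Arachidonic acid at 40 uM (final) was turned over for 30 min at room temperature by 150 nM human 12hLO, pH 7.0 Hepes buffer, after 15 min compound preincubation.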
* marks the source's active call; other numbers are inactive results; ? = inconclusive; [ ] = remark or other dose. On the % scale 0 is the no-effect control and ±100 the full control effect; potency means the concentration at half of the fitted maximal effect. An excerpt. The share of hits here may be higher or lower than overall.

SMILES	12-LOX inh
COc1cc(CCC(=O)NC2CCc3nnc(C4CC4)n3CC2)on1 (stereo not drawn)	11%
CCN(C1CCOCC1)C1CN(C(=O)C2CCC2)C1	25%
O=C(NC1CCCCC1)O[C@@H]1CO[C@H]2[C@@H]1OC[C@@H]2NC(=S)Nc1cccc2ccccc12	?
O=C(CNC(c1ccccc1)(c1ccccc1)c1ccccc1)c1c[nH]c2ccccc12	-6%
COc1ccc(C(=O)Nc2c(C)nc(Nc3ccc(C)cc3)nc2Nc2ccc(C)cc2)cc1OC	0%
CCOCCCNc1nc2c(c(=O)n(Cc3ccc(F)cc3)c(=O)n2C)n1C	-4%
c1cc(CN2CCC(Oc3nccnc3N3CCOCC3)C2)ccn1 (stereo not drawn)	66%[activator]
COc1cccc([S+](=O)([O-])N2CCC3(CC2)C(=NC2CCCCC2)NC(=O)N3c2cccnc2)c1	29%
CCCC(=O)N1[C@@H]2CC[C@H]1CC(NC(=O)c1cnc(C)cn1)C2 (stereo partly drawn)	63%[activator]
O=C(COc1ccc([N+](=O)[O-])cc1)Nc1ccc2oc(-c3cccc(F)c3)nc2c1	?
CC(C)CNc1ccc2nnc(-c3ccccn3)n2n1	-8%[176 µM]
Cc1cc(C)c2oc(=O)cc(CN3CCN(c4ccccc4)CC3)c2c1	-18%
CCc1ccc(C2=NN(C(=O)c3cccs3)C(c3ccc4nccnc4c3)C2)cc1 (stereo not drawn)	-10%
CC(C)N1C[C@H](O)C[C@H]1c1nnc2n1CCN(C(=O)CCCc1c[nH]c3ccccc13)C2	135%[activator]
O=C(Nc1ccc(Cl)cc1)c1nc2c(o1)CCN(CC1CCCC1)CC2	?
Cc1ccc(C(C)NC(=O)c2cn(CCN3CCNCC3)nn2)cn1 (stereo not drawn)	54%[activator]
O=C(C1CC1)N1C[C@@H]2OCC(=O)N(Cc3ccncc3)[C@@H]2C1	8%[176 µM]
O=C(CCc1ncc(-c2ccc(Cl)cc2Cl)o1)Nc1nccs1	21%
COc1cccc(CN2CCOC3(CCN(Cc4ccc(OC)nc4)CC3)C2=O)c1	7%[176 µM]
CCC/C(=N\NC(=O)C(C)C)c1ccccc1	-22%
COc1ccc(OC)c(C2C3=C(CCCC3=O)Nc3nc(SCc4ccccc4F)[nH]c(=O)c32)c1 (stereo not drawn)	?
COc1cccc(-n2c(C)c(C)c3c2ncn2nc(-c4ccco4)nc32)c1	?
Cc1c(C(=O)N2CCC(c3nc4ccccc4o3)CC2)oc2ccc(Cl)cc12	2%
Cc1cccc(NC(=O)N2CCC(N3CC4CC(C3)[C@H]3CCCC(=O)N3C4)CC2)c1 (stereo partly drawn)	29%
CCC1(CO)CCCN(CCCOc2ccc(C(N)=O)cc2)C1 (stereo not drawn)	13%
SMILES	12-LOX inh
Cc1ccc(C2NC(=O)N(CC(=O)Nc3cc(C)on3)C3=C2C(=O)OC3)cc1 (stereo not drawn)	47%[activator]
Cc1ccc(C(=O)COC(=O)CN(Cc2ccccc2)Cc2ccccc2)cc1	-28%
CC(C)CNC(=O)C1CCCC1	-4%
COc1cccc(Cn2cc(COC(=O)NCCc3ccccc3)nn2)c1	-11%
O=C(NCc1ccc2sccc2c1)C1CC(=O)N(C2CC2)C1 (stereo not drawn)	77%[activator]
Cc1ccc(NC(=O)C2CCCN(c3cnn(Cc4ccccc4)c(=O)c3)C2)c(C)c1 (stereo not drawn)	-11%
CC(C)NC(=O)c1ccc2c(c1)nc1n2CCN(CCO)C1	3%
CCCCOc1cccc(CNCCCOCC)c1	?
COc1ccc(N2CCN(C(=O)c3ccc4c(c3)N(C)C3CCCCCN3C4=O)CC2)cc1 (stereo not drawn)	6%
CC(=O)c1sccc1-c1cc(NCc2ccccn2)nc2[nH]ccc12	34%[activator]
O=C(NCc1cccc(C(F)(F)F)c1)c1ccc(N2CC3CC(C2)[C@H]2CCCC(=O)N2C3)nc1 (stereo partly drawn)	30%
NC(=O)c1ccc(COC(=O)c2c(F)cccc2F)cc1	21%
O=C1NCCCCCN(C(=O)c2ccco2)[C@H]2CCC[C@@H]12	18%
CC(NC(=O)c1ccoc1)C(=O)Nc1cccnc1N1CCCCC1 (stereo not drawn)	?
COc1cccc(N2C(=O)NC(=NC3CCCC3)C23CCN(Cc2ccc(N(C)C)cc2)C3)c1 (stereo not drawn)	2%[6.33 µM]
CN(Cc1ccsc1)C(=O)C1CCCN(C2CCN(C(=O)C3CC3)CC2)C1 (stereo not drawn)	-2%
C[C@@H]1CN([C@@H](C)CO)S(=O)(=O)c2ccc(Br)cc2O[C@@H]1CN(C)S(=O)(=O)c1ccc(F)cc1	-25%
CCCc1noc(-c2ccn3c(CNC(=O)c4ccc(C)c(C)c4)nnc3c2)n1	?
O=C(CCC(=O)N1CCC(c2noc3ccc(F)cc23)CC1)N1CCSCC1	16%
CN1CCC(C(=O)N2CCC3(CC2)C(=O)NCN3C(=O)Cc2ccccc2)CC1	1%[6.33 µM]
N#Cc1ccc(N2CCC(C(=O)Nc3cccc(S(=O)(=O)N4CCCC4)c3)CC2)nc1	-16%
C#CCNC(=O)C1CCc2nnc(CNC(=O)c3ccc(Cl)cc3Cl)n21 (stereo not drawn)	12%[6.33 µM]
Cc1ccsc1CN1CCC(Oc2ccccc2-c2nc(-c3ccncc3)no2)C1 (stereo not drawn)	45%[activator]
COc1ccc(Cl)cc1NC(=O)Cn1nc2c(cc1=O)CCCCC2	72%[activator]
COc1cccc(Cn2c(=O)c(-c3cc(F)cc(F)c3)nc3cnc(N(C)C)nc32)c1	?
SMILES	12-LOX inh
Cc1ccccc1NC(=O)C1CCCN(c2cnc3ccccc3n2)C1 (stereo not drawn)	?
Cc1cc(C)n(-c2cccc(-c3nc(C4CCOC4)no3)c2)n1 (stereo not drawn)	14%
CC1(C)CC(=O)C2=C(C1)Nc1nc(N)[nH]c(=O)c1C2c1ccc2c(c1)OCO2 (stereo not drawn)	?
C=CCS(=O)(=O)c1ccc2ccccc2c1	22%
COC(=O)c1ccc2nc(C[C@@H]3C[C@@H](C(C)C)[C@H](CNCc4ccc(NC(C)=O)cc4)C=C3C)[nH]c2c1	3%
Cc1ncoc1C(=O)N[C@@H]1CN(Cc2ccccc2)C[C@H]1CN(C)C	11%
Cc1c(O)cccc1C(=O)N1CCCn2nc(C(=O)NCCN(C)C)cc2C1	23%
O=C1NC(=NC2CCCC2)C2(CCN([S+](=O)([O-])c3cccs3)C2)N1c1cc(F)cc(F)c1 (stereo not drawn)	1%[6.33 µM]
COCCOc1cc(=O)n2c(c1C(=O)NCc1ccccc1)CCOCC2	22%
COCCNc1ncnc2c1CN(c1ccccc1C)C(=O)CN2C	30%[176 µM]
NCCCCN1CCC(C(N)=O)CC1	?
CC(=O)Nc1ccc(NC(=O)CN(C)S(=O)(=O)c2ccccc2)cc1	9%
COc1ccccc1-c1n[nH]c2c1CC(=O)N(Cc1ccccc1)C2	35%[activator][176 µM]
O=C(Nc1cccc(Cl)c1F)N1CCC(n2cnnc2C2CC2)C1 (stereo not drawn)	28%
O=C1CC(c2ccccc2)N(C(=O)CNC(=O)C2(c3ccccc3)CC2)CCCCCN1 (stereo not drawn)	31%[activator]
O=S1CCNc2ccccc21 (stereo not drawn)	50%[activator]
O=C(C1CCN(c2nc(-c3ccccc3)nc3c2CCC3)CC1)N1CCCNCC1	19%
CSc1nnc(CCNC(=O)c2ccccc2C(F)(F)F)n1-c1ccc(F)cc1	19%
COCCNC(=O)CCc1c(C)nn(-c2ccccc2)c1Oc1ccccc1F	-2%
CC(=O)NC1(C)CCN(Cc2cccc(-c3ccccc3)c2)C1 (stereo not drawn)	-17%[176 µM]
COc1ccc(CN2CCCC3(CC(c4ccccn4)=NO3)C2)cc1 (stereo not drawn)	6%[6.33 µM]
COCc1nnc([C@@H]2CC(F)(F)CN2C(=O)Cc2ccccc2C)o1	16%
COCC[C@]1(O)CCN(C(=O)CCc2nc(-c3ccco3)no2)C[C@H]1C	19%
Cc1ccc(CNC(=S)Nc2cccc(Cl)c2Cl)cc1	11%
Cn1nc(C(=O)NCCN2CCCCCC2)c2c1-c1ccccc1OC2	6%
SMILES	12-LOX inh
Cc1cnc(CNc2cc(-c3ccccc3Cl)ncn2)cn1	?
Cc1nn(-c2ccccc2)c(C)c1Cc1nc(C(C)C)no1	65%[activator]
C[C@@H](NC(=O)c1ccccc1)c1onc(-c2cccnc2)c1C(=O)O	2%[176 µM]
CC(=O)Nc1ccc(-c2csc(Nc3ccc(O)cc3)n2)cc1	?
N#Cc1ccc(CN2CC[C@@]3(CCCN(C(=O)c4ccncc4)C3)C2)cc1	-1%[57.4 µM]
Cc1noc(C)c1-c1cnc(Nc2ccc(Cl)cn2)c2c1CCO2	2%[176 µM]
Cc1cccc(Oc2ccc(Cl)cc2NC(=O)c2nn(C)c(=O)c3ccccc23)c1	-76%
CCc1ccc(NC(=O)c2nccnc2N)cc1	50%
COc1ccccc1CN1CCNc2cnc(Oc3ccccc3)cc2C1	26%[176 µM]
COCC1CN(S(=O)(=O)c2ccc(C)cc2)CC12CCOCC2 (stereo not drawn)	-8%
CC(C)c1ccc(OCc2nc3c(n2Cc2ccccc2)C(=O)N(CC2CCOCC2)CCN3)cc1	32%
CCCNC(=O)N1CCC(c2nc(CCOc3cccc(C)c3)no2)C1 (stereo not drawn)	20%
CN(C(=O)Cn1ccn2nc(-c3ccccc3)c(CO)c2c1=O)c1ccccc1	5%
CN(CC1CCOCC1)C(=O)Nc1cc(F)cc(F)c1	-8%
Cc1ccc(NC(=O)C2CCN(c3cc(C(F)(F)F)ncn3)CC2)cc1	2%
Cc1cnc(NC(=O)CCc2ncc(-c3ccccc3F)o2)s1	17%
COc1cccc(Cn2c(=O)c(-c3ccc(Cl)cc3)nc3cnc(N4CCNCC4)nc32)c1	-24%
CN(C)C(=O)c1ccc(-c2ccc(N3CCCCCC3)nc2)cc1	40%[activator]
COc1ccccc1OCC(=O)Nc1cc(-c2ccc(F)c(F)c2)no1	?
O=C(Cc1coc(-c2ccccc2)n1)NCCN(C(=O)Cc1coc(-c2ccccc2)n1)C1CC1	?
CCCCn1c(=O)[nH]c(=O)c2c1nc(CSc1nnnn1-c1ccc(C)cc1C)n2CCC	0%
O=C(Cn1ccn2nc(-c3ccccc3)c(CO)c2c1=O)Nc1ccccc1F	?
COc1cccc(CN2CCOCCNC(=O)CC2)c1	41%[activator]
COc1cc(-c2cnc3n[nH]c(-c4ccccc4)c3n2)ccn1	-2%[176 µM]
Cc1cnc(C2CC2)n1CCNS(=O)(=O)c1ccccc1Cl	60%[activator]
SMILES	12-LOX inh
O=C(NCCc1ccccc1)c1cnc2n1CCN(CCc1ccccc1)CC2	-3%[176 µM]
O=C(NNC(=O)C1CCCCC1)c1ccc(Cl)c(Cl)c1	-8%
CCSc1nc2n(n1)C(c1cccs1)C1=C(CC(C)(C)CC1=O)N2 (stereo not drawn)	?
O=C(Cc1cccs1)Nc1c(NCc2ccccc2)c2ccccc2oc1=O	-57%
Cc1nn(C)cc1CN1CCc2n[nH]c(=O)n2CC1	9%
Cc1cc(C)cc(NC(=O)c2cc3n(n2)CC(c2ccc4c(c2)OCO4)OC3)c1 (stereo not drawn)	8%
CC(C)c1ccc(/C=C2\Oc3cc(OS(C)(=O)=O)ccc3C2=O)cc1	?
Cc1noc(C)c1S(=O)(=O)NC1CCN(C(=O)N2CC3CC(C2)[C@H]2CCCC(=O)N2C3)CC1 (stereo partly drawn)	18%
COc1ccc(S(=O)(=O)NCC2CCC(C(=O)NCC(=O)NCc3cccnc3)CC2)cc1 (stereo not drawn)	-10%
COc1ccc(OC)c(NC(=O)COC(=O)c2cc(S(=O)(=O)N3CCOCC3)ccc2F)c1	-1%
CCC(C)N1Cc2cc(NC(=O)Cc3cccc(OC)c3)ccc2OCC1=O (stereo not drawn)	37%
Cc1nc(N2CCCCC2)ncc1C(=O)N1CCC2(CCCNC2=O)C1 (stereo not drawn)	44%[activator]
CCCNc1c(NS(=O)(=O)c2ccc(F)c(F)c2)c(=O)oc2ccccc12	?
O=C(CCc1ccccc1)NCCn1cccc1-c1nc(-c2ccc3c(c2)OCO3)no1	13%
CC(=O)N(C1CC1)C1CCOC2(CCN(C(=O)COc3ccccc3)CC2)C1 (stereo not drawn)	11%
COCCNC(=O)[C@@H]1C[C@H](Oc2cccnc2)CN1S(=O)(=O)c1cccnc1	17%
O=CNNC(=S)Nc1cc(Cl)ccc1Cl	50%[activator]
O=C(c1ccc2nc[nH]c2c1)N1CCC(CO)(CCCc2ccccc2)CC1	87%[activator]
CCNc1ncc2nc(C)c(=O)n(C[C@H]3CCCO3)c2n1	0%

Bioassay records (PubChem BioAssay)
